NPY Y1 blocker: NPY-Y1 (human) receptor antagonism. P25929. HEK293-CNG Y1 cells, membrane potential fluorescence; NPY at EC95, then isoproterenol. inhibition, % at 3.6 µM. hit rate 1% among 200,000;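 active = inhibition above the campaign mean inhibition of all tested compounds plus 3 SD, cut at about 20% in these data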;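 note: 0% = DMSO wells given NPY plus isoproterenol and 100% = isoproterenol alone without NPY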
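Assay system: HEK293 cells with Y1 receptor plus CNG channel | Probe or stimulus: NPY (25 nM), isoproterenol (1 µM), Ro 20-1724 (25 µM) | Timing: Compound incubation 1 h at room temperature, readout 45 min post-stimulation | Measured by: Membrane-potential fluorescent dye readout | Benchmarks: High control isoproterenol alone, low control NPY with isoproterenol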
Ba/F3 V617F tox: loss of viability in JAK2V617F-driven Ba/F3 cells. hit rate 1.1% among 220,000. Ba/F3 EpoR-JAK2V617F viability, ATP luminescence. inhibition, % at 5.6 µM;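 active = inhibition above the campaign mean plus 3 SD over all tested compounds, cut at about 24% in these data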;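 note: cytokine-independent growth of Ba/F3 cells driven by EpoR plus mutant JAK2; 0% = DMSO-treated cells and 100% = JAK inhibitor I control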
NPY1 pot ag: potentiators or agonists of human neuropeptide Y receptor Y1 | P25929 | NPY-Y1 expressing cells, potentiator/agonist activation | activation, % at 3.6 µM | hit rate 0.37% among 220,000; in the data active = activation above about 33%, passing the limit was not always enough;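 note: cells stimulated with NPY at EC10 then isoproterenol at EC100; 0% = low agonist plus stimulus and 100% = saturating agonist plus stimulus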
p47phox inh: inhibitors of human p47phox binding; inhibition, % at 24.7 µM; AID 1274; p47phox/p22phox peptide binding, fluorescence polarization, 2 h; hit rate 0.53% among 220,000;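 active = inhibition above about 30%, limit read from the data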;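 note: 0% = p47phox with labelled peptide and 100% = labelled peptide alone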
S1P4 antag: antagonists of human S1P4 receptor; O95977; hit rate 0.26% among 220,000; S1P4-expressing cells, antagonist mode, reporter read-out; inhibition, % at 4.98 µM; AID 1510; in the data active = inhibition above about 29%;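 note: 0% = wells stimulated with agonist and 100% = vehicle wells without agonist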
Target sequence (O95977 whole entry, looked up): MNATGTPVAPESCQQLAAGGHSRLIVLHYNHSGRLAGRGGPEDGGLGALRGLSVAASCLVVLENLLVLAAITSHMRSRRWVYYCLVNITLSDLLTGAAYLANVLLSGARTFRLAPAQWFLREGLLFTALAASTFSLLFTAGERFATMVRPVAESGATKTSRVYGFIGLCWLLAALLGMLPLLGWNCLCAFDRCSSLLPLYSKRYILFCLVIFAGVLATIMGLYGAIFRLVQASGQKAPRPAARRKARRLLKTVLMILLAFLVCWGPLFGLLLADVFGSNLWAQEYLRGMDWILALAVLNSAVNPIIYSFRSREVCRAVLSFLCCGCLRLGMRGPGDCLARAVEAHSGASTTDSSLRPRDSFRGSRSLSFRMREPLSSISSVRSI
BaF3 parental: parental Ba/F3 viability inhibition as JAK2V617F counter-screen; CellTiter-Glo ATP luminescence; inhibition, % at 5.6 µM; AID 1486; hit rate 1.1% among 220,000;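 active = inhibition above a per-campaign cutoff, the mean inhibition of all tested compounds plus 3 SD, cut at about 27% in these data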;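 note: 0% = DMSO wells and 100% = JAK Inhibitor I control wells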
CHOP inh: CHOP inhibition in unfolded protein response; CHO-K1 CHOP-promoter luciferase, tunicamycin-induced, 15-18 h; inhibition, % at 10 µM; hit rate 3.8% among 220,000; AID 2732;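 active = compounds that reduced the stress-induced luciferase reporter signal by more than about 70% of percent inhibition, limit read from the data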;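 note: 0% = tunicamycin plus vehicle and 100% = wells without tunicamycin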
S1P4 agonist: agonists of human S1P4 receptor; AID 1509; O95977; hit rate 0.35% among 220,000; activation, % at 4.98 µM; S1P4-expressing cell line, agonist reporter assay; in the data active = activation above about 11%;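 note: 0% = DMSO vehicle and 100% = reference agonist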
NPY2 pot ag: potentiators or agonists of human neuropeptide Y receptor Y2. hit rate 0.45% among 220,000. activation, % at 3.6 µM. P49146. cells expressing NPY-Y2, potentiator/agonist read-out. AID 1359; in the data active = activation above about 27%;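 note: cells stimulated with NPY near EC25 plus isoproterenol at EC100; 0% = vehicle plus submaximal agonist and 100% = vehicle plus saturating agonist; some results beyond the cut were filed as inactive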
Target sequence (P49146 whole entry, looked up): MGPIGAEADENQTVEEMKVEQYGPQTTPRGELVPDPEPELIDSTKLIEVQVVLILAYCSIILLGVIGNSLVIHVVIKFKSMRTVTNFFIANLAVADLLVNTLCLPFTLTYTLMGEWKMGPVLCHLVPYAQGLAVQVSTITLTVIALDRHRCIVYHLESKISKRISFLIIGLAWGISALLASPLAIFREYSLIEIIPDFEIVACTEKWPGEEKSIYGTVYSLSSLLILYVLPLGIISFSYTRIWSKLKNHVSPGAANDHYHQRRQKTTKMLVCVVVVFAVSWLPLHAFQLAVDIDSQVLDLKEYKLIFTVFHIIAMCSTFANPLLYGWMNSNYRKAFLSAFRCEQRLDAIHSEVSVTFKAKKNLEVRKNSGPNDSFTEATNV
* marks the source's active call; other numbers are inactive results; nt = not tested or not shown.

Start of the listing, in advance:
SMILES	NPY Y1 blocker	Ba/F3 V617F tox	NPY1 pot ag	p47phox inh	S1P4 antag	BaF3 parental	CHOP inh	S1P4 agonist	NPY2 pot ag
Cn1cccc1Cc1nnc(SCC(=O)N2CCCCCC2)n1CCc1ccccc1	3	3	-13	-7	-2	6	20	-0.5	3
Cc1nc(-c2ccccc2)sc1-c1nc(-c2cccnc2)ncc1S(=O)(=O)c1ccccc1	2	-3	-4	-1	-9	1	-37	-1.1	14
C/C(CC(=O)NC1CCCC1)=N\NC(=O)C1CCCCC1	1	-3	8	8	-2	-4	3	0.6	1
COc1ccc(/C=N/NC(=O)c2ccc(O)cc2O)cc1CSc1ccccn1	-1	2	-8	-36	-24	6	-6	0.9	4

The list itself, repeating the preview:
SMILES	NPY Y1 blocker	Ba/F3 V617F tox	NPY1 pot ag	p47phox inh	S1P4 antag	BaF3 parental	CHOP inh	S1P4 agonist	NPY2 pot ag
Cn1cccc1Cc1nnc(SCC(=O)N2CCCCCC2)n1CCc1ccccc1	3	3	-13	-7	-2	6	20	-0.5	3
Cc1nc(-c2ccccc2)sc1-c1nc(-c2cccnc2)ncc1S(=O)(=O)c1ccccc1	2	-3	-4	-1	-9	1	-37	-1.1	14
C/C(CC(=O)NC1CCCC1)=N\NC(=O)C1CCCCC1	1	-3	8	8	-2	-4	3	0.6	1
COc1ccc(/C=N/NC(=O)c2ccc(O)cc2O)cc1CSc1ccccn1	-1	2	-8	-36	-24	6	-6	0.9	4
Cc1cc(C(=O)N/N=C/C(Cl)=C/c2ccccc2)c(C)o1	nt	0	16	-9	0	2	13	1.2	21
Clc1cccc(-c2ccc(C=Nc3ccc(N4CCOCC4)cc3)o2)c1	2	2	-5	-9	-12	6	43	-0.1	-12
Cc1csc(SCC(=O)Nc2cccc(S(=O)(=O)N3CCOCC3)c2)n1	3	-1	7	0	-16	3	6	11	3
COc1ccc(-c2nnc(SCC(=O)Nc3sc4c(c3C#N)CCCC4)n2-c2ccccc2)cc1	-2	0	-11	9	-10	3	69	1.5	-13
N#Cc1c(/N=C/N2CCOCC2)sc2c1CCCCC2	4	-2	12	-15	-4	1	9	1.1	0
N#Cc1c(-c2ccccc2)ccn(Cc2ccc(Cl)cc2)c1=O	10	0	-5	-13	-20	0	17	-0.4	-3
O=C1CN(C(=O)COC(=O)c2ccc(N3CCCCCC3)c([N+](=O)[O-])c2)c2ccccc2N1	-1	-1	-5	-22	-14	8	32	3.1	5
CCC(=O)Nc1ccc(NC(=O)CSc2nnc(-c3ccc(O)cc3)n2CC2CCCO2)cc1 (stereo not given)	0	3	13	-7	-6	9	-13	1.0	-12
CC1CCCCC1NC(=O)COC(=O)C12CC3CC(CC(Cl)(C3)C1)C2 (stereo not given)	5	-1	-10	16	-1	0	50	-1.2	1
Cc1cc(N2C(=O)CC(C(C)c3ccccc3)C2=O)no1 (stereo not given)	4	-2	-27	-6	-4	6	25	-1.1	6
CCCn1cnc2c(=O)oc3ccccc3c21	-10	-4	-31	1	-10	-1	9	-3.1	-9
O=C(COC(=O)Cc1ccccc1F)Nc1ccc2c(c1)OCCO2	-5	2	-12	-5	-16	4	-11	0.3	-4
COc1cccc(NC(=O)CSc2nc3ccccc3c3nc4ccccc4n23)c1	2	4	3	21	-12	5	56	0.0	-8
O=C(c1ccco1)N(Cc1cc2ccccc2[nH]c1=O)C1CCCCC1	1	-5	21	-17	-2	-4	18	1.2	11
COc1cc(NS(=O)(=O)c2ccc(NC(=S)NC(=O)c3sc4cc(F)ccc4c3Cl)cc2)nc(OC)n1	3	-2	-7	-2	-22	1	17	1.8	3
Cn1c(=O)n(C)c2cc(NC(=O)C(F)(F)F)ccc21	-5	-5	-11	-10	-12	-1	-18	-2.1	-3
CC(=O)c1ccc(NC(=O)CSc2ccc3nnc(-c4cccnc4)n3n2)cc1	0	0	0	3	-9	6	4	-1.0	6
COc1cc(C)nc(-c2csc(C)n2)n1	nt	-5	16	1	-10	-2	2	0.7	12
COc1ccccc1C(=O)Nc1ccc2c(c1)nc(CN1CCCCC1)n2C	-3	3	-10	-3	7	10	7	0.4	-20
Cc1ncsc1C(=O)Nc1nc2c(s1)CCCC2	-2	8	-13	0	-2	9	1	0.7	10
COC(=O)c1c(S(C)(=O)=O)nc(-c2ccccc2)[nH]c1=O	2	3	9	-2	19	3	22	0.7	-4
Continued.
SMILES	NPY Y1 blocker	Ba/F3 V617F tox	NPY1 pot ag	p47phox inh	S1P4 antag	BaF3 parental	CHOP inh	S1P4 agonist	NPY2 pot ag
CC1CCN(C(=O)COc2cccc3c2CCN(C)C3=O)CC1	4	-3	-4	5	-15	-1	-22	-0.6	9
Cc1ccc(S(=O)(=O)N2CCCC2C(=O)n2nc(C)cc2C)cc1 (stereo not given)	0	-1	3	-3	3	0	36	-1.6	6
Cc1cccn2cc(COc3ccc(-c4ccccc4)cc3)nc12	11	48*	-3	-34	1	25	-4	0.1	-4
O=S(=O)(Nc1ccc(-n2cccc2)cc1)c1ccc(Cl)c(Cl)c1	nt	3	-22	-26	-11	0	-11	-0.3	-27
COc1ccc2c(Cl)c(C(=O)NN)sc2c1	8	-3	-31	-28	-11	4	-12	0.1	-24
CCOC(=O)CNC(=O)c1cccnc1Oc1ccc(Cl)cc1	nt	-2	-3	-1	9	-4	15	-1.4	7
COCCNC(=O)CCCn1c(=O)c2cc(OC)c(OC)cc2n(CC(=O)Nc2ccc(C)c(F)c2)c1=O	0	-2	2	-1	-12	-3	16	0.9	17
Nc1ccc(N2CCOCC2)c2nonc12	-3	4	8	-9	-22	10	-4	1.5	-20
COCC(C)n1c(C)cc(C(=O)COC(=O)c2ccc3ncsc3c2)c1C (stereo not given)	0	-3	19	nt	1	3	nt	0.6	-4
CCCc1cc(=O)n2[nH]c(C)cc2n1	-5	-3	-11	-4	-31	2	-17	-0.1	17
O=C(COC(=O)[C@H](Cc1ccccc1)NC(=O)c1cccs1)Nc1ccccc1C(F)(F)F	-2	4	-6	-2	-13	12	27	1.5	-12
COc1cc(/C=N/NC(=O)Cc2ccc(Br)cc2)cc(OC)c1O	0	-5	2	-6	-17	-1	4	0.6	-16
CC1=CC(=C2N=C(c3ccccc3)OC2=O)C=C(C)O1	-1	-2	23	-65	13	4	13	-1.8	2
CCN(CC)C(=S)SCC(=O)Nc1cccc(C(F)(F)F)c1	-1	-2	-7	nt	-14	-1	nt	-0.9	-25
COc1ccccc1C(=O)NCC(=O)Nc1ccccc1	-5	0	-4	-1	-12	1	-11	0.5	-8
C#CCOC(=O)Nc1cccn(Cc2c(Cl)cccc2Cl)c1=O	2	2	-3	-9	1	15	-17	1.1	7
Cn1c(=O)c2nnn(/N=C(\c3ccccc3)C3CC3)c2n(C)c1=O	-4	-1	15	0	-11	7	18	0.1	-6
Cc1nnc(SCC(=O)Nc2ccc(N(C)C)cc2)n(N)c1=O	1	-3	10	-11	3	5	-35	0.7	13
CCc1cc2c(=O)[nH]c(CC(N)=O)nc2s1	-2	1	-10	1	-4	0	12	1.6	-5
CCOc1ccc(S(=O)(=O)Nc2nccs2)cc1	-3	-5	-2	-1	7	8	7	0.3	-1
Cc1ccccc1NS(=O)(=O)c1ccc2c(c1)NC(=O)CO2	7	1	-3	2	0	3	7	-1.0	12
COc1ccc(Nc2nnc(SCC3CCCO3)s2)cc1 (stereo not given)	2	6	-9	-6	-5	9	-1	-0.3	-1
COc1cc2nc(CSc3nc(-c4ccc(F)cc4)cs3)[nH]c(=O)c2cc1OC	5	-2	-15	-29	5	8	105*	0.4	-5
CCc1ccccc1NC(=O)CC(c1ccc(OC)cc1)n1cccc1 (stereo not given)	8	-5	-15	-14	11	-1	8	-0.7	-17
O=C(O)C1C2CCC(O2)C1C(=O)NCc1ccncc1 (stereo not given)	-1	0	9	-12	2	1	25	1.1	-5
Remaining list, next part.
SMILES	NPY Y1 blocker	Ba/F3 V617F tox	NPY1 pot ag	p47phox inh	S1P4 antag	BaF3 parental	CHOP inh	S1P4 agonist	NPY2 pot ag
CC(OC(=O)C1=Cc2ccccc2OC1)C(=O)NC1CCCC1 (stereo not given)	-1	-4	-17	-3	-10	-1	-6	-1.5	-11
COc1cccc(NC(=S)/C(=C(\[O-])c2ccc(OC(F)F)cc2)[n+]2ccccc2)c1	3	-1	-8	-3	-4	-1	-13	0.9	-4
O=C1CC(c2ccc(S(=O)(=O)N3CCN(c4ccccc4)CC3)cc2)CN1 (stereo not given)	2	-1	-5	-24	-18	1	9	-0.9	-9
Cc1ccccc1CS(=O)(=O)CCC(=O)NCCCN1CCN(c2ccccc2F)CC1	2	-3	-25	-7	-24	-1	44	-0.5	-12
O=C(CCc1nnc(C2CCCCC2)o1)N1CCN(c2ccccc2F)CC1	13	1	-7	-1	1	4	1	0.3	-2
Cc1ccc2nc3nc(NCC4CCCO4)c(C(=O)NC4CCCCC4)cc3c(=O)n2c1 (stereo not given)	1	-1	-14	-5	-11	12	-16	2.6	3
CCOC1CC(C)(C)NC(=S)N1 (stereo not given)	-3	-2	-6	-5	-22	5	3	-0.1	15
CCSc1nc(C)c(C)c(=O)[nH]1	nt	-2	-3	-4	-5	-2	-4	1.8	4
Nc1cc(C(=O)N/N=C/c2cccc([N+](=O)[O-])c2)n[nH]c1=O	nt	-1	15	-18	-10	-4	0	0.6	9
Cc1ccc2oc3nc(C)c(C(=O)O)cc3c(=O)c2c1	-3	-1	9	3	-4	3	-1	1.9	3
Cc1ccc2c(c1)sc1ncc(NC(=O)c3ccccc3)c(=O)n12	3	-2	-6	nt	-15	2	nt	0.6	-1
COCCN1Cc2cc3cc(C)ccc3nc2SC1=Nc1cccc(OC)c1	5	3	-6	-6	-9	12	15	0.8	-9
CCCCCc1ccc(S(=O)(=O)NCCc2ccncc2)cc1	0	-4	10	-11	-25	5	72*	-6.3	-9
CCOC(=O)c1cc(C)[nH]c(=S)c1C#N	8	0	3	30	-14	3	-4	-0.8	-4
CCN1CCN(C(=S)c2ccc(OCC(=O)NCc3ccccc3)cc2)CC1	-3	-5	-13	5	-12	5	11	1.1	5
CCOc1ccc(CCNC(=O)C2CCN(S(=O)(=O)N3CCOCC3)CC2)cc1OCC	2	-1	12	-9	-7	4	-4	1.5	-2
O=C(Cc1ccccc1)NCc1ccc2c(c1)OCO2	2	-4	-1	-5	-3	2	-14	2.0	-4
COC(=O)c1c(C)oc2ccc(N(C(=O)Oc3ccccc3)S(=O)(=O)c3ccccc3)cc12	-2	-2	1	-173	4	-1	42	-0.7	3
COc1ccc(CN2CCC(=O)NC2=O)cc1	-7	1	-13	0	10	3	-1	1.0	-4
CCC1=NN2C(=N)/C(=C\c3cccn3-c3ccc(Cl)cc3)C(=O)N=C2S1	-2	4	-12	-2	5	3	-8	-0.4	3
COc1ccc(C(=O)NC(C(=O)N2CCc3ccccc32)C(C)C)cc1 (stereo not given)	2	0	20	-5	-19	1	33	0.8	9
CCCCNC(=O)COC(=O)c1ccc(SC)cc1OC	-2	-1	12	-4	-5	3	2	1.3	2
Cc1cc(C)c(C2=NOC3C4CCC(C4)C23)c(C)c1 (stereo not given)	2	-4	8	-3	-25	3	47	0.7	9
COc1ccc(NS(=O)(=O)c2cccc(NC(=O)CNC(C)=O)c2)cc1	nt	1	2	-4	-3	3	-6	-0.9	6
COc1ccc(-c2cn3cc([N+](=O)[O-])ccc3n2)cc1OC	-2	3	-5	-7	-24	13	-39	0.4	-6
Cc1ccc(OCC(O)Cn2c(N3CCOCC3)nc3c2c(=O)[nH]c(=O)n3C)cc1 (stereo not given)	-2	4	-7	3	-13	4	-14	0.7	7
C=CCNc1nc2c3ccccc3n(C(C)=O)c2s1	-1	-1	-7	-9	-22	1	24	3.5	20

Source: PubChem
